mouse EphA4 binding = inhibitors of EphA4 binding to KYL peptide, primary screen, biochemical, colorimetric, mouse EphA4 (AID 689) | Ephrin type-A receptor 4 (Mus musculus) | EphA4-AP binding to KYL peptide, pNPP A405; higher % means a stronger effect | one-dose inhibition, % at 10 µM; IC50 in µM for titrated hits | 62,000 compounds, 0.1% hits; in the data active = a potency from the dose series; inactive = the rest, 99 in 100 with inhibition below about 22%
* hit, by the source's call.

mouse EphA4 binding | Compound
-9.8% | COc1ccc(C2C3=C(CC(C)(C)CC3=O)Nc3c2c(=O)[nH]c2nc(C)nn32)cc1 (stereo not drawn)
4.7% | COc1cc(NC(=S)Nc2cccnc2)cc(OC)c1OC
-12.9% | CCOC(=O)CN1NC2(CCCC(C)C2)NC1=S (stereo not drawn)
-0.1% | CC(=C\C(=O)O)/C(=C/c1ccccc1)C(=O)O
1.8% | COc1ccc(-c2nnc(SCC(=O)NC(C)C)n2CC2CCCO2)cc1OC (stereo not drawn)
-9.6% | COc1cc(-n2c(C)nc3cc(C(=O)NCCN4CCOCC4)ccc32)cc(OC)c1OC
-0.6% | CCC(C)(C)n1nnnc1C(c1ccc2ncccc2c1)N1CCN(Cc2ccc3c(c2)OCO3)CC1 (stereo not drawn)
-0.9% | N#CCC1c2ccccc2CCN1C(=O)Nc1cccc(C(F)(F)F)c1 (stereo not drawn)
-9.0% | C(=C\c1ccccc1)/CSc1nnc(-c2ccccc2)n1Cc1ccco1
1.8% | Cc1ccccc1S(=O)(=O)Cc1ccc(C(=O)N2CC(C)CC(C)C2)o1 (stereo not drawn)

Following part
mouse EphA4 binding | Compound
-5.0% | CCc1ccc(C(=O)NC2CCCCC2)s1
6.5% | O=C(CC1SC2=NCCN2C1=O)Nc1ccccc1 (stereo not drawn)
-5.0% | COc1ccc(Br)cc1S(=O)(=O)N(CC(=O)N1CCOCC1)c1ccccc1
-10.6% | COc1cccc(-n2nnnc2SCC(=O)c2ccc(NC(C)=O)cc2)c1
-0.1% | Cc1cc(NS(=O)(=O)c2ccc(NC(=O)c3ccco3)cc2)nc(C)n1
0.4% | CCOc1ccccc1N(CC(=O)OC)S(C)(=O)=O
-6.4% | O=C1N=C2SCCN2/C1=C\c1ccccc1Cl
-0.9% | O/N=C1\CC/C(=N\O)c2nn(-c3ccccc3Cl)nc21
-7.2% | CCC(C)(C)NC(=O)Cc1ccc(OC)c(OC)c1
-1.1% | Cc1ccccc1/C=C1\SC(=NCc2ccccc2)N(Cc2ccccc2)C1=O

Entries above that contain a furan ring, fused or not (three):
mouse EphA4 binding | Compound
-9.0% | C(=C\c1ccccc1)/CSc1nnc(-c2ccccc2)n1Cc1ccco1
1.8% | Cc1ccccc1S(=O)(=O)Cc1ccc(C(=O)N2CC(C)CC(C)C2)o1 (stereo not drawn)
-0.1% | Cc1cc(NS(=O)(=O)c2ccc(NC(=O)c3ccco3)cc2)nc(C)n1

(listing goes on)
mouse EphA4 binding | Compound
-3.5% | Cc1ccc(C2CCN(C(=O)Nc3ccccc3)C2)cc1 (stereo not drawn)
-3.7% | Cc1ccccc1Cn1ccc(-c2ccc3c(c2)OCO3)n1
-4.1% | O=c1c2c(nc3cc(-c4ccc(Cl)cc4)[nH]n13)CCC2
-17.1% | O=[N+]([O-])c1ccc(Cl)cc1NCCOc1ccc(F)cc1
-16.4% | CC(=O)Nc1ccc2oc(-c3ccccc3Br)nc2c1
-5.2% | CCOC(=O)c1ccc(NC(=O)CSc2nc(NC(=O)c3ccccc3)c3c(C)c(C)oc3n2)cc1
-3.8% | COc1ccc(C2SC[C@@H](C(=O)O)N2C(C)=O)cc1 (stereo partly drawn)
-5.1% | COc1ccc(C(=O)Nc2ccc(N3CCN(C(C)=O)CC3)cc2)cc1OC
-9.4% | O=C(NCc1ccccc1)c1ccc2c(c1)C(=O)N(Cc1ccncc1)C2=O
16.1% | O=C(c1ccccc1)n1nc(-c2ccccc2)nc1NCc1ccco1

The last 7 records of the part before are carried over, then new ones follow.
mouse EphA4 binding | Compound
-17.1% | O=[N+]([O-])c1ccc(Cl)cc1NCCOc1ccc(F)cc1
-16.4% | CC(=O)Nc1ccc2oc(-c3ccccc3Br)nc2c1
-5.2% | CCOC(=O)c1ccc(NC(=O)CSc2nc(NC(=O)c3ccccc3)c3c(C)c(C)oc3n2)cc1
-3.8% | COc1ccc(C2SC[C@@H](C(=O)O)N2C(C)=O)cc1 (stereo partly drawn)
-5.1% | COc1ccc(C(=O)Nc2ccc(N3CCN(C(C)=O)CC3)cc2)cc1OC
-9.4% | O=C(NCc1ccccc1)c1ccc2c(c1)C(=O)N(Cc1ccncc1)C2=O
16.1% | O=C(c1ccccc1)n1nc(-c2ccccc2)nc1NCc1ccco1
-2.2% | CCn1c2ccc(CC(=O)O)cc2c2cc(CC(=O)O)ccc21
-7.0% | CCCCNC(=O)c1sc2ncnc(N3CCc4ccccc4C3)c2c1C
-6.8% | CCOC(=O)c1ccc(-c2ccc(CO)o2)cc1
-15.6% | Cc1cc(NC(=O)CSCCO)no1
-8.2% | CCN(CCCNC(=O)C1CCN(S(=O)(=O)N2CCC3(CC2)OCCO3)CC1)c1ccccc1
-7.1% | CC(=O)N1CCc2cc(S(=O)(=O)CCC(=O)Nc3ccc4c(c3)OCCO4)ccc21
-8.8% | COc1ccccc1N1CCN(Cc2cc(=O)n3ccsc3n2)CC1
-7.6% | Cc1ccc(NC(=O)CN2C(=O)N/C(=C/c3ccco3)C2=O)cc1
-23.6% | O=C(Nc1ccc2c(c1)OCO2)c1cccc(I)c1
2.7% | Cc1cc(-c2ccccc2)c(C#N)c(SCC(N)=O)n1

Later entries.
mouse EphA4 binding | Compound
-7.7% | CC(=O)Nc1ccc(NC(=O)CSc2ncnn2-c2ccccc2)cc1
-5.8% | O=S(=O)(Nc1ccc2c(c1)OCCO2)c1cccc2cccnc12
-11.7% | N#Cc1cc(-c2ccccc2)nnc1Sc1ccc(F)cc1
-7.7% | CCC(C)n1c(C)nc2c(c1=O)c1nc3ccccc3nc1n2-c1ccc2c(c1)OCCO2 (stereo not drawn)
-5.7% | COc1ccc(NC(=O)CC(C)C)c(OC)c1
2.1% | COc1ccc(S(=O)(=O)N2CCC(c3cc(-c4cccc5ccccc45)n[nH]3)CC2)cc1
-5.3% | CCOC(=O)c1c(C)nc2c(c(SC)nn2-c2ccccc2)c1N
-0.1% | Cc1ccc(S(=O)(=O)N(C)c2cc(S(=O)(=O)N3CCC(C)CC3)c(C)cc2C)cc1
9.5% | Cc1cc(C(=O)CSc2nnnn2-c2ccccc2)c(C)n1CC1CCCO1 (stereo not drawn)
4.2% | Cc1ccc(OCC(=O)Nc2ccc([N+](=O)[O-])cc2)c(C)c1

Compounds above containing a thiophene ring, fused or not:
mouse EphA4 binding | Compound
-5.0% | CCc1ccc(C(=O)NC2CCCCC2)s1
-7.0% | CCCCNC(=O)c1sc2ncnc(N3CCc4ccccc4C3)c2c1C

(next part)
mouse EphA4 binding | Compound
-5.7% | O=C(Nc1ccc2c(c1)OCCO2)N1CCN(c2ccccc2)CC1
-11.2% | CCC(OC(=O)C(NC(=O)c1ccccc1)c1ccccc1)C(=O)Nc1cc(C)on1 (stereo not drawn)
7.1% | CCCCC1(C)NC(=O)N(CC(=O)Nc2ccc(S(=O)(=O)N3CCOCC3)cc2)C1=O (stereo not drawn)
-8.2% | COc1ccc(C2SCC(=O)N2c2c(C)n(C)n(-c3ccccc3)c2=O)cc1 (stereo not drawn)
-3.4% | O=C1C=C(c2ccc(Cl)cc2)OC2(CCCC2)O1
0.9% | NS(=O)(=O)c1ccc(NC(=O)COc2ccc3ccccc3c2)cc1
-3.7% | Cc1ccc(-n2nc(C)c3c(=O)oc(C)cc32)cc1
-9.5% | CCn1c(C(C)NC(=O)c2ccc(OC)c(OC)c2)nc2ccccc21 (stereo not drawn)
-0.6% | COC(=O)CC1C(=O)NCCN1C(=O)Nc1ccccc1 (stereo not drawn)
-0.3% | CCOC(=O)C(C)(C)Sc1nc2c(cnn2-c2ccc(Cl)cc2)c(=O)[nH]1

(more compounds)
mouse EphA4 binding | Compound
0.4% | CCC(=O)NC(=S)N1CCN(c2ccc([N+](=O)[O-])cc2Cl)CC1
3.6% | Cc1cccc(NC(=S)NNC(=O)CCn2cc(C)cn2)c1
-0.9% | COc1ccc2[nH]cc(C(=O)CN3CCC(C)CC3)c2c1
-1.9% | CCOc1ccc(C(=O)NCCNc2ccc(Cl)cc2[N+](=O)[O-])cc1Br
-5.8% | COc1ccc(Cl)cc1NC(=O)C1CCCN(c2cc(C)nc3ncnn23)C1 (stereo not drawn)
-7.3% | N#CC1=C(N)OC2=C(C(=O)CCC2)C1c1ccccc1 (stereo not drawn)
-0.6% | COc1ccc(S(=O)(=O)Cc2ccc(C(=O)N3CCCC3)o2)cc1
-9.8% | O=C(Nc1ccc(C(F)(F)F)cc1)c1cc(-c2cccnc2)nc2ccc(Br)cc12
3.9% | CCn1c(=O)cc(SCC(=O)NCc2ccco2)c2ccccc21
-5.0% | Cc1ccc([N+](=O)[O-])cc1NC(=O)CCCOc1ccccc1

Additional structures:
mouse EphA4 binding | Compound
-0.4% | Cc1ccc(CN(C)C(=O)c2ccccc2Oc2ccccc2)o1
-2.8% | CC(C)(C)N1C(=O)NC(=O)C(=Cc2ccc(Br)s2)C1=O
-9.5% | CCOc1ccc(NC(=O)c2ccccc2NC(=O)CN(C)CC(=O)Nc2ccc(C)cc2)cc1
4.3% | c1ccc2c(-c3nnc4n3CCCCC4)c[nH]c2c1
-6.1% | c1ccc(C(c2nnnn2C2CCCC2)N2CCCCCC2)nc1 (stereo not drawn)
-5.6% | Cc1ccccc1OCc1nc(-c2ccc(NC(=O)c3ccc4c(c3)OCO4)cc2)no1
-13.0% | O=C(NCC1CCCO1)c1csc2c1CCCCC2 (stereo not drawn)
-5.2% | COc1cc2c(cc1OC)C(C(=O)Nc1cccc(C)n1)C(c1cccnc1)N(C)C2=O (stereo not drawn)
-2.2% | CCOc1ccc(C(=O)NC(Cc2ccccc2)C(=O)OC)cc1 (stereo not drawn)
-8.9% | O=S(=O)(NCc1cccnc1)c1ccc(Br)s1

Going on with the list.
mouse EphA4 binding | Compound
-26.3% | O=C(CCN1C(=O)C2C3C=CC(C3)C2C1=O)Nc1c(F)cccc1F (stereo not drawn)
-0.3% | c1coc(CNC2CCCCCCC2)c1
-0.1% | O=C(NCc1ccco1)c1cc(-c2ccco2)on1
1.7% | COC(=O)c1c(CSc2ccc(C)c(C)c2)noc1C(=O)NCc1ccc(OC)cc1
-6.6% | Cc1ccc([N+](=O)[O-])cc1N=C(c1cccc(Br)c1)N1CCOCC1
-7.0% | CC(Sc1nc(-c2ccccc2)cc(C(F)(F)F)n1)C(=O)N1CCCCC1 (stereo not drawn)
-8.1% | CCCC(C)NS(=O)(=O)c1ccc([N+](=O)[O-])cc1 (stereo not drawn)
-12.1% | O=C(Oc1ccccc1[N+](=O)[O-])c1cccnc1
-19.3% | Clc1cccc(-c2nnc(SCc3nc4ccccc4[nH]3)n2Cc2ccco2)c1
9.5% | CCOC(=O)c1c[nH]c2ccc(OCC)cc2c1=O

Further structures follow:
mouse EphA4 binding | Compound
-1.2% | COc1ccc(CNC(=O)Cn2nc(Cc3cccnc3)c3ccccc3c2=O)cc1
-8.4% | CCOc1ccc2[nH]cc(S(=O)(=O)c3ccc(F)cc3)c(=O)c2c1
9.7% | OCCSc1ncnc2c1oc1ccccc12
-9.4% | Cc1cc(C)nc(NS(=O)(=O)c2ccc(NC(=O)COc3ccccc3)cc2)n1
-14.1% | CCCCSC(=S)N(C)C1CCS(=O)(=O)C1 (stereo not drawn)
-5.9% | COc1cc(Nc2nc(SCC#N)nc3ccccc23)cc(OC)c1OC
-2.6% | CCCCOc1ncnc2c1[nH]c1ccc(OCC)cc12
-8.0% | CCC(=O)c1ccc(OCC(O)CN2C(=O)NC(C)(C)C2=O)cc1 (stereo not drawn)
-13.2% | Cn1c2c(c(=O)n(C)c1=O)C(NS(=O)(=O)c1ccccc1)(C(F)(F)F)C(=O)N2 (stereo not drawn)
-5.0% | CN1CCN(C(=O)CN(Cc2ccccc2)S(C)(=O)=O)CC1

(list continues)
mouse EphA4 binding | Compound
-1.1% | CN1C(=O)c2cccc(NC(=O)C3CCCCC3)c2C1=O
4.9% | O=C1NC(=O)N(c2cccc(Cl)c2)C(=O)/C1=C/c1ccc(Oc2ccc([N+](=O)[O-])cn2)cc1
-1.4% | COc1ccc2c(c1)c1ncn(CCN3CCCC3)c(=O)c1n2C
-11.1% | COc1ccccc1NC(=O)C(C/C=C(\C)Cl)C(C)=O (stereo not drawn)
-11.4% | Cn1nnnc1SCC(=O)Nc1ccccc1N1CCOCC1
-1.5% | Cc1nc2ccc(NC(=O)c3ccc(Cl)c(NC(=O)c4cccs4)c3)cc2s1
-6.9% | N#Cc1ccc(-c2ccc(F)cc2)nc1SCC(=O)Nc1sc2c(c1C#N)CCC2
-12.7% | O=C1c2oc3ccccc3c(=O)c2C(c2cccnc2)N1CCCN1CCOCC1 (stereo not drawn)
2.1% | CCCn1c(=O)c2ccccc2n2c(Sc3nnnn3-c3ccccc3)nnc12
7.6% | CC(=O)NC1=NC(=O)CS1

Next results follow.
mouse EphA4 binding | Compound
-18.1% | Cc1cc2ccccn2c1C(=O)c1nc(N2CCOCC2)ncc1Cl
1.8% | Cc1ccc(OCC(=O)Nc2ccc(C(N)=O)cc2)c(Br)c1
0.6% | CCN(CC)CCN1C(=O)C(O)=C(C(=O)/C=C/c2ccccc2)C1c1ccccc1Cl (stereo not drawn)
0.2% | O=C(Nc1cccc(-c2nnc(-c3ccccc3)o2)c1)c1ccco1
-0.3% | COC(=O)c1ccc(C2C(C(=O)OCC(C)C)=C(C)N=C3SCCC(=O)N32)cc1 (stereo not drawn)
-6.9% | COc1ccc(OC(=O)c2ccncc2)cc1
1.9% | CCc1ccc(CN2C(=O)CCC2(C)C(=O)NC2CCCC2)cc1 (stereo not drawn)
-4.1% | Cc1c(Cl)c([N+](=O)[O-])nn1CCCC(=O)N1CCN(c2ccccc2)CC1
-14.4% | Cn1ncc2cc(NC(=S)NC(=O)c3ccccc3)ccc21
-2.0% | CCOC(=O)CN1C(=O)C2Cc3ccccc3CN2C1=S (stereo not drawn)
0.2% | CC(C)CNC(=O)COC(=O)c1cc(S(=O)(=O)N2CCCCC2)ccc1N1CCOCC1
-2.9% | CC(=O)c1cccc(NC(=O)CC2Oc3ccc(C)cc3NC2=O)c1 (stereo not drawn)
-6.2% | COc1ccc(NC2=C(Cl)C(=O)N(c3cccc(C)c3C)C2=O)cc1

Screening data: PubChem, Sanford-Burnham Center for Chemical Genomics

This is a subset. The share of hits here may be higher or lower than overall.
